# Bioassay records as filed in PubChem.
# Polio RdRp inh: poliovirus RdRp elongation inhibitors, primary screen, biochemical, fluorescence polarization, total intensity; Genome polyprotein (Poliovirus type 1 (strain Mahoney)), P03300; poliovirus polymerase elongation; hits give low values; % elongation, % (compound at 16.7 µg/mL); actives 0.66% (n = 150,000); AID 588519, 2011; in the data active = % elongation below about 90%; also: some results filed as inactive read as strong as hits
# Target sequence (P03300 1749-2209 limits assumed): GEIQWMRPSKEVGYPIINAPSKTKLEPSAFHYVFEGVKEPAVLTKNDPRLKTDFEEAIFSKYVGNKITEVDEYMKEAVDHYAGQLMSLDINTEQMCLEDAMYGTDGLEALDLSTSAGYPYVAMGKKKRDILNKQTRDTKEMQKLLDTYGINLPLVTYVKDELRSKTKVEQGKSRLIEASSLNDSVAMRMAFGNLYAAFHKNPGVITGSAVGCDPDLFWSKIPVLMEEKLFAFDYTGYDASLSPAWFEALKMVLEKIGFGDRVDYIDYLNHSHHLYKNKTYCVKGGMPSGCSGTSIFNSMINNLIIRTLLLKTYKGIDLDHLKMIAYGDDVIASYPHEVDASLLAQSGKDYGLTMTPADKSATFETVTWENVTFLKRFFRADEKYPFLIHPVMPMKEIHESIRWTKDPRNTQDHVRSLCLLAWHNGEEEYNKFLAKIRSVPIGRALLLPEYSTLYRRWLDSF
# Polio RdRp inh FP z-score: recorded beside Polio RdRp inh, whose call it bears; z-score; measured here: FP z-score; hits read low
# * = called active by the depositor. A portion of the library, so the mix of outcomes need not match the whole.
# Values in the order: Polio RdRp inh | Polio RdRp inh FP z-score
Cc1ccc(-n2c3nc(=O)[nH]c(=O)c-3cc3c(C)nn(-c4ccccc4)c32)cc1C
→ 111 | 0.6
Cc1ccc(-c2nc(N)oc2-c2ccc(C)cc2)cc1
→ 102 | 0.2
c1ccc2nsnc2c1
→ 105 | 0.4
NC(=O)c1cccc(N2C(=O)c3ccccc3C2=O)c1
→ 105 | 0.2
COc1cccc(-c2nn(Cc3ccccc3)cc2CO)c1
→ 106 | 0.7
CCOC(=O)c1nnc2c(-c3ccc(F)cc3)c(C)nn2c1N
→ 103 | -0.4
COc1ccc(-c2[nH]c(-c3ccc(C)cc3)nc2SCC(=O)NCC2CCCO2)cc1 (configuration not stated)
→ 110 | -0.5
CCN1/C(=C\C=C2\C(=O)N(C)C(=S)N2C)Sc2ccccc21
→ 101 | 0.1
O=C(O)CCCn1cc(NC(=O)c2cccs2)cn1
→ 101 | -0.5
CCOC(=O)c1ccc(N=C2S/C(=C\c3cc4c(cc3OC)OCO4)C(=O)N2C)cc1
→ 100 | 0
CN(CC(=O)N1CCCCC1)S(=O)(=O)c1ccc2c(c1)CCCC(=O)N2
→ 101 | 0.2
CC(=O)N1C(=S)NC(=O)/C1=C\c1c(Cl)cccc1Cl
→ 103 | 0.3
Nc1nc(SCC(=O)NCC2CCCO2)n[nH]1 (configuration not stated)
→ 104 | 0.3
CC(=O)Nc1cccc(OCC(=O)N2N=C(c3ccc(Cl)cc3)CC2c2ccco2)c1 (configuration not stated)
→ 102 | 0
Cc1oc(-c2ccc(Cl)cc2)nc1CN1CCC(C(=O)NC2CCCC2)CC1
→ 103 | 0.5
CC(=O)NN1C(=O)/C(=C\c2ccc(I)o2)SC1=S
→ 103 | 0.3
C=CCNc1nc(OC)nc(OC)n1
→ 99 | -0.1
Cc1ccc2c(CC(=O)NC3=NCCS3)coc2c1
→ 102 | 0
Cc1ccccc1NC(=O)CC1Nc2ccccc2NC1=O (configuration not stated)
→ 96 | -0.9
O=C(O)c1ccc(NCCC(=O)c2ccccc2)cc1
→ 99 | -0.6
O=C(Cn1ccccc1=O)Nc1ccc2c(c1)OC1(CCCC1)O2
→ 101 | -0.2
CN1C(=O)/C(=C/c2ccc(SCc3ccccc3)o2)SC1=S
→ 110 | 2.4
Cc1ccc(-n2c(C)cc(P(=S)(N3CCOCC3)N3CCOCC3)c2C)c(C)c1
→ 92 | -1.4
CC1CCN(C(=O)CN2CCSc3ccccc32)CC1
→ 114 | 1.8
CCN(CC)C(=O)c1cc(-c2ccccc2)on1
→ 102 | 0.1
CN(C)c1ccc(NC(=O)CSc2nc3ccncc3[nH]2)cc1
→ 100 | -0.7
COc1ccc(Cl)cc1NC(=O)c1cc2c(=O)n3ccccc3nc2s1
→ 101 | -0.9
CCN1CCCC1CNC(=O)c1cc2c(=O)oc3ccc(C)cc3c2s1 (configuration not stated)
→ 100 | -1.1
COc1c2ccoc2nc2c(OC)c(OC(C)=O)ccc12
→ 100 | -0.1
CCSc1nnc(NC(=O)C(Cc2ccccc2)NS(=O)(=O)c2cccc3nsnc23)s1 (configuration not stated)
→ 104 | 1.3

# Reprinted at random: 4 compounds from above.
# Values in the order: Polio RdRp inh | Polio RdRp inh FP z-score
CC1CCN(C(=O)CN2CCSc3ccccc32)CC1
→ 114 | 1.8
Cc1ccc(-c2nc(N)oc2-c2ccc(C)cc2)cc1
→ 102 | 0.2
C=CCNc1nc(OC)nc(OC)n1
→ 99 | -0.1
COc1cccc(-c2nn(Cc3ccccc3)cc2CO)c1
→ 106 | 0.7

# (more compounds)
# Values in the order: Polio RdRp inh | Polio RdRp inh FP z-score
CO/N=C1\CC(C)(C)Cc2c(-c3ccn(C(C)=O)n3)sc(SC)c21
→ 99 | -0.9
CC(C)C1C(C#N)=C(N)OC2=C1C(=O)CC(C)(C)C2 (configuration not stated)
→ 104 | -0.1
Cc1cccc[n+]1C/C=C\c1ccccc1
→ 103 | 0.3
CCCNC(=O)c1ccc2c(c1)sc1nc(-c3ccccc3)cn12
→ 102 | 0.2
Cc1cccc(N2C(=O)N(c3cccc(Cl)c3)C3CS(=O)(=O)CC32)c1 (configuration not stated)
→ 103 | 0.5
CCOC(=O)c1cc(-c2ccc(OC)c(S(=O)(=O)Nc3ccc(OC)cc3)c2)on1
→ 101 | 0.1
Cc1cc(=O)n(CC(=O)NC(C)c2ccccc2)c2c1c(C)nn2-c1cccc(F)c1 (configuration not stated)
→ 103 | -0.7
CCOc1nc2c(c(-c3ccco3)c1C#N)Cc1ccccc1-2
→ 111 | 1.1
COc1ccc(-n2c(SCC(=O)NCc3ccc(F)cc3)nc3c([nH]c4ccccc43)c2=O)cc1
→ 111 | 1
FC(F)(F)COc1ccc(OCC(F)(F)F)c(-c2ccn[nH]2)c1
→ 106 | 0.3
CC(=O)c1ccc(NC(=O)CSc2ccc3nnc(CCNS(=O)(=O)c4ccc(C)cc4)n3n2)cc1
→ 114 | 1.1
CN(C(=O)CSc1cccc[n+]1[O-])C1CCCCC1
→ 99 | -0.9
O=C(Cn1c(=O)n(Cc2ccco2)c(=O)c2ccccc21)Nc1ccc(Cl)cc1Cl
→ 106 | 0.2
Cn1cc(C(=O)NCc2ccccc2Cl)c(=O)c2cc(S(=O)(=O)N3CCCCCC3)ccc21
→ 105 | 0.1
Cc1cccc(C(=O)NC2CCCCC2C)c1 (configuration not stated)
→ 101 | 0.1
COc1ccc(-n2c(=O)c3sc4ccccc4c3n(CC(=O)Nc3cccc(C)c3)c2=O)cc1
→ 100 | -1.2
Cc1ccc(NC(=O)CN2C(=O)/C(=C\c3ccccc3)SC2=S)cc1
→ 101 | 0
O=C(Oc1ccc(-c2nnco2)cc1)C1CC(=O)N(c2ccc3c(c2)OCCO3)C1 (configuration not stated)
→ 98 | -0.7
COC(=O)c1cc2ccc3c(c2oc1=O)CN(Cc1ccco1)CO3
→ 103 | 0.3
Nc1nc(OCC(F)(F)F)cc(-c2ccccc2)n1
→ 100 | -0.4
COc1ccc(NC(=O)CCn2c(=O)c3cccn3c3ccccc32)cc1
→ 101 | -0.2
Cc1ccccc1C(=O)Nc1ccc2nc(SCCOc3ccccc3)sc2c1
→ 107 | 0.1
CCOC(=O)c1cc(-c2ccc(C)cc2)nn1Cc1ccccc1
→ 110 | 0.7
CCc1cnc2c(c1SCCC(C)C)c(=O)n(C)c(=O)n2C
→ 102 | -0.8
Cc1ccc2c(c1)N(CCC(=O)NCc1ccc(F)cc1)C(=O)CO2
→ 99 | -0.7
Cc1ccsc1CN1CCc2nc(Nc3ccccc3)ncc2C1
→ 102 | -0.5
CC(C)(C)c1ccc(S(=O)c2sc3nc4c(cc3c2N)CCCC4)cc1 (configuration not stated)
→ 103 | 0.3
COc1ccc(NC(=O)NC(C)C2CC3CCC2C3)cc1 (configuration not stated)
→ 102 | -0.1
Ic1cccc(-c2nc(-c3ccccc3)no2)c1
→ 101 | 0.1
COCCn1ccc2c(OCC(=O)Nc3ccccc3F)cccc2c1=O
→ 107 | 0.1
O=C(O)c1cc([N+](=O)[O-])ccc1NCCCc1ccccc1
→ 100 | 0
COc1ccc(C(=O)NCc2ccc3c(c2)CCN3C(=O)c2ccncc2)cc1
→ 105 | -0.4
CCN=C1S/C(=C/c2ccc(-c3ccc(F)cc3)o2)C(=O)N1CC
→ 107 | 0.4
CNC(=O)NC(=O)CSc1nnc(SCC(=O)NC(=O)NC)s1
→ 109 | 1
CC(CC(=O)OCc1ccccc1)n1ccnc1 (configuration not stated)
→ 106 | 0.5
CCN(CC)C(=O)CSc1ncnc2c1nnn2Cc1ccc(F)cc1
→ 103 | 0.1
COC(=O)CSc1nc2ccc(C(C)C)cc2cc1C#N
→ 100 | -0.7
Cc1ccc(OCCSc2nc3ccc(NC(=O)c4cccs4)cc3s2)cc1
→ 102 | -1.2
Cc1ccc(-n2ncc3c(=O)[nH]c(SCc4ccccc4F)nc32)cc1C
→ 103 | 0.8
COCCn1c(SC)nnc1-c1ccccc1
→ 101 | -0.1
COc1ccccc1NC(=O)c1ccccc1NC(=O)c1ccccc1
→ 104 | 0.3
CCOC(=O)C1CCCN(C(=O)Nc2ccccc2)C1 (configuration not stated)
→ 98 | -1.3
Cc1ccc(-n2nc3ccc(NC(=O)c4oc5ccc(C)cc5c4C)cc3n2)cc1
→ 102 | -0.1
CC(C)CCNC1=NCCCCC1
→ 102 | -0.5
CC(=O)c1cccc(NC(=O)Cn2cc(C(=O)c3cccc(Cl)c3)c(=O)c3ccc(C)nc32)c1
→ 109 | 0.8
CCOC(=O)c1ccc(N2CCN(c3cccc(OC)c3)CC2)c(NC(=O)Nc2ccc(OCC)cc2)c1
→ 108 | -0.1
CCc1c(C)nc2nncn2c1Nc1cccc(C)c1
→ 114 | 1.4
CCOC(=O)c1c(C)oc2nc(C)nc(NCc3ccccc3OCC)c12
→ 96 | -1.5
CC(C)(C)C(=O)/C=C(/N)c1ccncc1
→ 99 | -0.2
O=S(=O)(Cc1nn[nH]n1)c1ccccc1
→ 102 | -0.1
CCC(CC)=NNC(=O)c1cc(-c2ccccc2)n[nH]1
→ 99 | -0.3
O=C1c2ccccc2NC(c2ccc3c(c2)OCCO3)N1CCc1ccccc1 (configuration not stated)
→ 102 | 0.1
COc1ccc(-c2noc(CN(C(=O)c3ccc(C)cc3C)C(C)C)n2)cc1
→ 105 | 0.2
CCOP(=S)(OCC)C(Nc1ccccc1)c1ccccc1 (configuration not stated)
→ 103 | 0.3
CC1CCCCC1NC(=O)c1cc2c(s1)CSC2 (configuration not stated)
→ 96 | -2.3
CCN(c1ncnc2c1cnn2-c1ccc(C)cc1)C1CCCCC1
→ 108 | 0.2
O=C(COc1ccc2cc(Br)ccc2c1)NC(=O)NCc1ccco1
→ 103 | 0
Cc1ccccc1NC(=O)Nc1ccc(OCc2ccccc2)cc1
→ 101 | -0.1
COc1ccccc1N1CCN(C(=O)c2cc3c(=O)n(C)c4ccccc4c3s2)CC1
→ 101 | -0.4
Cc1cnc(C(=O)Nc2cccc3ncccc23)cn1
→ 104 | 0.8

# Full records as entered above. Order of values: Polio RdRp inh | Polio RdRp inh FP z-score
# `Cc1cc(=O)n(CC(=O)NC(C)c2ccccc2)c2c1c(C)nn2-c1cccc(F)c1` (configuration not stated) is listed as 103 | -0.7
# `O=C1c2ccccc2NC(c2ccc3c(c2)OCCO3)N1CCc1ccccc1` (configuration not stated) is listed as 102 | 0.1

# (more compounds)
# Values in the order: Polio RdRp inh | Polio RdRp inh FP z-score
CCOc1ccc(Nc2c(S(=O)(=O)c3ccc(C)cc3)cnc3cc(OC)c(OC)cc23)cc1
→ 105 | -0.3
Cc1cc(Br)ccc1SCC(=O)OCC(=O)Nc1cc(F)ccc1F
→ 103 | 0.8
CC(C)CN(CC(C)C)S(=O)(=O)N1CCC(C(=O)NCc2cccnc2)CC1
→ 101 | 0.3
N=C1SCC(=O)N1c1nc(-c2ccccc2)cs1
→ 100 | -0.1
CCOc1ccc(OCC)c(NC(=O)C(NS(=O)(=O)c2cccs2)C(C)C)c1 (configuration not stated)
→ 103 | 1.2
CS(=O)(=O)c1cccc(C(=O)Nc2ccnn2C2CCCC2)c1
→ 103 | -0.1
CCCNC(=O)c1ccccc1NC(=O)c1ccco1
→ 102 | -0.3
COc1ccc(CN=Cc2c(O)[nH]c3ccccc23)cc1OC
→ 101 | 0.4
O=C1c2ccccc2-c2nn(C(=O)C3CCCCC3)c3cccc1c23
→ 102 | 0.1
COc1ccccc1CNC(=O)CCn1nc(C)c2c(C)n(-c3ccccc3)nc2c1=O
→ 105 | -0.6
CCOC(=S)SCc1ccc(C(=O)Oc2ccc(F)cc2F)cc1
→ 106 | 0.1
Cc1cccc(Cn2c(CN3CCC(C(=O)NCCc4ccccc4)CC3)cc3ccccc32)c1
→ 112 | 1.4
COCCn1c(SCC(=O)c2ccc3c(c2)OCCO3)nc2ccccc2c1=O
→ 98 | -0.4
CCCc1nn2c(=O)cc(COC(=O)c3ccc(NC(=O)COc4ccccc4)cc3)nc2s1
→ 110 | 1
O=C1c2cccnc2C(=O)N1Cc1ccc(F)cc1S(=O)(=O)N1CCCC1
→ 105 | 1.4
S=C(Nc1ccccc1)N1CCn2cccc2C1c1cccnc1 (configuration not stated)
→ 99 | -0.4
CC(=O)Nc1ccc(S(=O)(=O)Nc2nc3n(n2)C(c2ccccc2)C=C(c2ccc(Cl)cc2)N3)cc1 (configuration not stated)
→ 104 | -0.1
Cc1c(CCC(=O)NCc2ccc3c(c2)OCO3)c(=O)oc2cc3occ(C(C)(C)C)c3cc12
→ 101 | -0.6
O=C1CN(C(=O)CSC2=Nc3ccccc3CS2)c2ccccc2N1
→ 111 | 0.9
CCOC(=O)c1c(C)[nH]c(CCC(=O)NCc2ccc(N(C)C)cc2)c1C
→ 103 | -1.2
CCN1CCN(Cc2nnnn2C(C)(C)C)CC1
→ 100 | -1.1
Cc1ccc(NC(=O)c2cc(C)oc2C)c(Br)c1
→ 101 | -0.2
COc1ccc2oc(=O)cc(CN3CCN(C(=O)c4ccccc4F)CC3)c2c1
→ 105 | -0.2
CCOC(=O)CN1C(=O)S/C(=C\c2ccccc2OCc2ccccc2F)C1=O
→ 104 | 0.1
COC(=O)CN(C)S(=O)(=O)c1ccc(Br)cc1
→ 99 | -1.1
O=C1N=C(c2ccccc2)S/C1=C\c1cccs1
→ 97 | -1
O=C1c2ccccc2C(=O)N1CCc1ccccc1
→ 100 | 0.2
CCOC(=O)c1ccc(N=C(N)SCc2ccc(Cl)cc2)cc1
→ 101 | -0.4
Cc1nc(N2CCCC2)ncc1C(=O)Nc1ccccc1
→ 104 | -0.3
N#Cc1c(N)n(CCc2ccccc2)c2nc3ccccc3nc12
→ 102 | 0.2
O=C1CC(c2ccc(Br)cc2)c2c(ccc3ccccc23)N1 (configuration not stated)
→ 110 | 1.7
CCOC(=O)c1c(NC(=O)CSc2cn(CCNC(=O)c3ccc(OC)c(OC)c3)c3ccccc23)sc2c1CCCC2
→ 104 | -0.1
O=C(OCC(=O)N1CCCC1=O)c1ccc(-c2ccc(O)cc2)cc1
→ 102 | -0.4
FC(F)(F)c1cccc(Nc2c3c(nc4ccc(Cl)cc24)CCC3)c1
→ 105 | 0.2
CC(C)NC(=O)c1cc(-c2ccc(Cl)cc2)on1
→ 101 | -0.2
